Compound activity from PubChem BioAssay.
Growth percent in the NCI-60 one-dose screen (48 h, 10 µM unless noted): 100 = growth as untreated, 0 = no growth, -100 = all killed.
NCI-H226: NCI-H226 lung cancer; 79,000 compounds, 3.5% hits; AID 1794732
COLO 205: COLO 205 colon cancer. 79,000 compounds, 7.3% hits. AID 1794742
NCI-H322M: NCI-H322M lung cancer; AID 1794733; 80,000 compounds, 2.7% hits
HT29: HT29 colon cancer; 81,000 compounds, 7.4% hits; AID 1794748
NCI-H522: NCI-H522 lung cancer | AID 1794739 | 78,000 compounds, 8% hits
NCI-H23: NCI-H23 lung cancer | 80,000 compounds, 4% hits
SW-620: SW-620 colon cancer; 82,000 compounds, 5.2% hits
HCT-15: HCT-15 colon cancer. 82,000 compounds, 5.2% hits
NCI-H460: NCI-H460 lung cancer. 82,000 compounds, 6.8% hits. AID 1794736
An asterisk follows results filed as active; . = no result given; & = joins results of further samples. Rule for the calls: active = growth percent below 10; inactive = the rest.

1. C=C1c2c(C)nn(-c3ccc(OC)cc3)c2N(C)C23C[C@@H]1C1(C)c4c(C)nn(-c5ccc(OC)cc5)c4N(C)C(C)(C[C@H]12)C3 (stereo partly specified)
2. O=C1OC(c2ccccc2)(N(Nc2ccccc2)c2ccccc2)c2ccccc21 (stereo unspecified)
3. COc1ccc(/C=N\Nc2nc(SCC(C)C)nc(-c3ccc(OC)cc3)c2C#N)cc1
4. O=C(CSc1nccn2nc(-c3ccccc3)cc12)Nc1cc(C(F)(F)F)ccc1Cl
5. CCOC(=O)C1=NC(Cc2ccccc2)C(=O)N(c2ccccc2)N1 (stereo unspecified)
6. Clc1cccc(/C=N/Nc2nc(N/N=C/c3cccc(Cl)c3)nc(N3CCCCC3)n2)c1
7. COC(=O)C(N)Cc1ccc(OC(c2ccccc2)(c2ccccc2)c2ccccc2)cc1 (stereo unspecified)
8. Cn1cc(-c2cc(N)n3nc(-c4c[nH]c5ccccc45)cc3n2)c2cc(Br)cnc21

compound no.,1,2,3,4,5,6,7,8
NCI-H226,49,95,-15*,.,112,82,93,-33*
COLO 205,24,98,50,101,111,102,120,-89*
NCI-H322M,62,101,23,105,100,101,107,-51*
HT29,19,99,56,101,101,86,105,-81*
NCI-H522,47,123,54,99,104,88,89,-75*
NCI-H23,34,101,57,88,104,98,102,-64*
SW-620,31,99,51,93,107,103,101,-69*
HCT-15,26,96,71,93,96,80,95,-58*
NCI-H460,6.8*,93,-11*,82,99,97,108,-65*

9. O=C1c2ccccc2C(=O)N1CNCCCNCN1C(=O)c2ccccc2C1=O
10. N#CCCN(CCC#N)Cc1c(O)ccc2ccccc12
11. COc1cc(C(=O)/C=C/c2c(-c3ccc(F)cc3)nc3ccccn23)cc(OC)c1OC
12. Nc1nc(-c2ccccc2)c(N=Nc2ccc(Cl)cc2Cl)s1
13. C=C1CCC2C3(C)COC(c4ccc(N(C)C)cc4)OC3CCC2(C)C1/C=C/C1=CCOC1=O (stereo unspecified)
14. O=C(O)c1ccc(-n2cc(CNc3cc(Cl)cc(C(F)(F)F)c3)c(-c3ccc(B(O)O)cc3)n2)cc1
15. CNC[C@@H](O)c1ccc(O)c(O)c1
16. O=C(O)/C=C/C(=O)Nc1ccc([N+](=O)[O-])cc1

compound no.,9,10,11,12,13,14,15,16
NCI-H226,98,97,79,-17*,80,105,116&106,85
COLO 205,107,105,82,-17*,84,119,116&108,113
NCI-H322M,103,101,93,4.7*,98,80,115&101,95
HT29,107,104,85,-60*,51,115,100&111,101
NCI-H522,95,84,52,-15*,67,98,103&96,95
NCI-H23,105,91,73,-44*,41,95,110&104,95
SW-620,111,91,81,-60*,86,100,111&112,104
HCT-15,103,.,66,-86*,64,96,107&102,108
NCI-H460,105,100,81,-67*,53,103,112&117,107

17. COc1cc(/C=C2\Oc3cc(O)ccc3C2=O)cc(OC)c1OC
18. Cc1ncn(-c2ccc(/C=N/Nc3ccnc4cc(Cl)ccc34)cc2)c1C
19. Cc1ccc(NC(=O)Nc2nc(N)n(-c3ccc(S(N)(=O)=O)cc3)n2)cc1
20. O=S(=O)(Nc1ccccc1Cl)c1ccccc1
21. COc1cc([C@H]2[C@]3(C(N)=O)C(N)=NC(=C(C#N)C#N)[C@]23C#N)cc(OC)c1OC
22. CCOC(=O)CSC(=S)SCC(=O)OCC
23. Cc1c(Cl)cccc1C(=O)Nc1nc2c(s1)CN(C(=O)Nc1ccccc1C(F)(F)F)CC2
24. N#CC(c1ccc(Cl)cc1)c1c(Cl)cc(-n2ncc(=O)[nH]c2=O)cc1Cl (stereo unspecified)

compound no.,17,18,19,20,21,22,23,24
NCI-H226,98,94,98,95,93,106,98,102
COLO 205,112,-97*,115,106,118,127,110,88
NCI-H322M,115,45,108,106,100,118,100,.
HT29,110,-77*,107,88,121,100,104,80
NCI-H522,67,-66*,99,81,.,68,92,.
NCI-H23,107,54,96,110,109,110,96,69
SW-620,106,-60*,99,87,113,135,102,96
HCT-15,97,-59*,104,106,92,95,101,69
NCI-H460,109,-52*,104,90,108,107,101,80

Continued (4 carried over from the part before).
21. COc1cc([C@H]2[C@]3(C(N)=O)C(N)=NC(=C(C#N)C#N)[C@]23C#N)cc(OC)c1OC
22. CCOC(=O)CSC(=S)SCC(=O)OCC
23. Cc1c(Cl)cccc1C(=O)Nc1nc2c(s1)CN(C(=O)Nc1ccccc1C(F)(F)F)CC2
24. N#CC(c1ccc(Cl)cc1)c1c(Cl)cc(-n2ncc(=O)[nH]c2=O)cc1Cl (stereo unspecified)
25. Cc1ccccc1-n1nnc(C(=O)Nc2nc3ccc(F)cc3s2)c1C
26. c1ccc(CN(c2ccccc2)C2CCCCCCC2)cc1
27. O=[N+]([O-])c1cccc(-c2nnc3c(/C=C/c4ccc(Br)cc4)nc4ccccc4n23)c1
28. CC[n+]1c(C)ccc2cc(C)ccc21
29. O=[N+]([O-])c1cccc2cc(S(=O)(=O)O)ccc12
30. CCCCCCCN(CCCCCCC)C(=N)c1ccnc2ccccc12
31. CC1(O)CCC2CC3OC3(C)CCC3OC3(C)CCC1C2(C)C (stereo unspecified)
32. O=[N+]([O-])c1cccc(F)c1O

compound no.,21,22,23,24,25,26,27,28,29,30,31,32
NCI-H226,93,106,98,102,48,102,99,94,103,39,108,95
COLO 205,118,127,110,88,80,104,109,101,105,-73*,106,112
NCI-H322M,100,118,100,.,71,106,114,111,107,-2.9*,114,107
HT29,121,100,104,80,73,80,109,108,87,-50*,109,111
NCI-H522,.,68,92,.,66,79,86,.,84,-47*,98,105
NCI-H23,109,110,96,69,56,93,.,96,105,0.9*,105,109
SW-620,113,135,102,96,86,89,110,99,100,-76*,100,102
HCT-15,92,95,101,69,61,90,107,94,103,-72*,105,105
NCI-H460,108,107,101,80,66,101,102,110,110,-84*,112,100

33. CCN(CC)c1ccnc(CNCCSC(c2ccccc2)(c2ccccc2)c2ccc(OC)cc2)c1
34. COc1ccc(-n2c(SCc3nnc(NC(=O)c4ccccc4)s3)nc3ccc(Cl)cc3c2=O)cc1
35. Brc1ccccc1-c1nnc(Cn2cc(-c3ccccc3)nn2)o1
36. Cc1nn(-c2ccccc2)c2nc(Cl)c(/C=C/C(=O)c3ccccc3)c(-c3ccc(Br)cc3)c12
37. Clc1cccc(-c2nnc(-c3nc4ccccc4nc3Cl)o2)c1
38. O=C(CCC1CCCCC1)OCc1ccccc1
39. COc1ccc(C(=O)O)nc1C
40. O=C(NCCO)C(=O)NCCO

compound no.,33,34,35,36,37,38,39,40
NCI-H226,-7.7*,107,102,97,102,96,128,99
COLO 205,-74*,119,110,120,120,111,113,116
NCI-H322M,22,100,110,105,102,115,105,110
HT29,-63*,112,103,98,114,109,108,107
NCI-H522,-68*,90,84,85,89,101,113,107
NCI-H23,-42*,104,99,98,100,109,90,100
SW-620,-67*,108,100,104,107,111,107,92
HCT-15,-58*,97,68,102,110,103,121,94
NCI-H460,-87*,117,103,103,106,104,111,103

41. O=C(Nc1ccc([N+](=O)[O-])cc1)Nc1ccc2c(ccn2C(=O)c2cccc(F)c2)c1
42. Cc1ccc(C(CCl)(c2ccccc2)c2ccccc2)cc1
43. CC(C)C(NC(=O)C1(NC(=O)OCc2ccccc2)CCCC1)C(=O)O (stereo unspecified)
44. CCC(O)C(C)(C)C (stereo unspecified)
45. COc1ccccc1CNCCCN1C(=O)c2ccc3c4c(ccc(c24)C1=O)C(=O)N(CCCNCCCNCCCN)C3=O
46. CN(C)CCCC1(c2ccc(F)cc2)OCc2cc(-c3csc4ccccc34)ccc21 (stereo unspecified)
47. NC(=Nc1ccccc1)SCCSC(N)=Nc1ccccc1
48. Cc1ccc(-n2cnc3c(NC(=O)Nc4ccccc4)ncnc32)c(-n2nc(C)cc2C)c1

compound no.,41,42,43,44,45,46,47,48
NCI-H226,71,102,104,106,99,87,99,92
COLO 205,49,106,107,114,108,-68*,108,108
NCI-H322M,82,.,106,127,99,27,91,82
HT29,48,90,105,.,84,-29*,91,96
NCI-H522,29,83,89,106,84,8.0*,74,94
NCI-H23,41,95,100,102,98,48,101,87
SW-620,74,108,97,101,86,-82*,92,101
HCT-15,37,101,112,102,95,-60*,96,97
NCI-H460,51,106,100,105,106,-90*,103,102

49. CCCn1nc(C(=O)N2CCCCC2)c2c1CCC(N(C)Cc1ccc(F)cc1)C2 (stereo unspecified)
50. Cn1cc(CCc2ccncc2)c2ccccc21
51. O=C(Cn1nncc1CN1C(=O)CSC1=O)Nc1ccc(Br)cc1
52. ClC1(Cl)CC2CC1C1C3CC(C4OC34)C21 (stereo unspecified)
53. COc1ccc(Cn2cc3c(c2-c2cc(OC)c(OC)c(OC)c2)CCc2c(CO)noc2-3)cc1
54. CC1=C(C(=O)n2c3ccccc3c3ccccc32)C(c2ccc(O)cc2)C(C(=O)n2c3ccccc3c3ccccc32)=C(C)N1
55. CC(C)N(C(=S)S)C(C)C
56. CCCCNC(=O)NS(=O)(=O)c1ccc(N2N=C(c3ccc(C(C)(C)C)cc3)CCC2=O)cc1

compound no.,49,50,51,52,53,54,55,56
NCI-H226,116,100,101,110,48,102,96,92
COLO 205,103,110,107,113,-24*,111,114&108,114
NCI-H322M,108,95,99,106,40,96,107&104,79
HT29,98,85,106,115,8.1*,113,104&113,118
NCI-H522,87,73,92,.,9.7*,97,103&115,100
NCI-H23,107,93,101,109,38,87,100&103,.
SW-620,101,105,101,102,21,102,98&93,103
HCT-15,110,103,101,102,18,87,103&102,97
NCI-H460,109,105,101,109,4.6*,102,102&101,101

Random excerpt: 3 records from the list
40. O=C(NCCO)C(=O)NCCO
43. CC(C)C(NC(=O)C1(NC(=O)OCc2ccccc2)CCCC1)C(=O)O (stereo unspecified)
39. COc1ccc(C(=O)O)nc1C

compound no.,40,43,39
NCI-H226,99,104,128
COLO 205,116,107,113
NCI-H322M,110,106,105
HT29,107,105,108
NCI-H522,107,89,113
NCI-H23,100,100,90
SW-620,92,97,107
HCT-15,94,112,121
NCI-H460,103,100,111
